Compound activity from PubChem BioAssay.
All columns: NCI-60 one-dose screen, growth in % after 48 h at 10 µM unless noted; 100 = growth as untreated, 0 = no growth, -100 = all killed.
NCI-H522: NCI-H522 lung cancer. actives 8% (n = 78,000). AID 1794739
OVCAR-5: OVCAR-5 ovarian cancer | actives 2.9% (n = 82,000)
NCI/ADR-RES: NCI/ADR-RES ovarian cells; AID 1794790; actives 4.4% (n = 81,000)
IGROV1: IGROV1 ovarian cancer; actives 4.7% (n = 79,000)
OVCAR-3: OVCAR-3 ovarian cancer. actives 7% (n = 79,000). AID 1794787
SK-OV-3: SK-OV-3 ovarian cancer cells. actives 3.2% (n = 80,000). AID 1794785
OVCAR-8: OVCAR-8 ovarian cancer; AID 1794782; actives 4.4% (n = 81,000)
NCI-H23: NCI-H23 lung cancer; actives 4% (n = 80,000); AID 1794731
OVCAR-4: OVCAR-4 ovarian cancer cells. actives 3.7% (n = 80,000). AID 1794784
Starred values were filed as active, the others as inactive; nt = not tested or not shown; & = joins results of further samples; [ ] = dose if it differs, or a comment. The calls were made as follows: active = growth percent below 10; inactive = the rest. Outcome played no part in choosing rows; any-hit rate near 11%.

SMILES,NCI-H522,OVCAR-5,NCI/ADR-RES,IGROV1,OVCAR-3,SK-OV-3,OVCAR-8,NCI-H23,OVCAR-4
CC/C(=C(/c1ccc(O)cc1)c1ccc(OCCN2CCCCCC2)cc1)c1ccc(Cl)cc1,90,75,85,77,61,96,84,80,87
NC(=O)c1nnsc1-c1ccco1,104,98,104,125,113,108,100,110,108
CCC1(CCC(C)C)SC(N)=NC1=O (centres undefined),120,103&102,108&108,110&119,116&110,115&104,107&101,102&105,107&109
COc1ccc(-c2nc3ncccn3c2-c2nc3ccc(Br)cc3[nH]2)cc1,70,96,87,94,73,105,nt,98,101
CCn1c(Sc2nnc(/N=C3\NC(=O)CS3)s2)nc2c1c(=O)n(C)c(=O)n2C,100,88,102,101,113,116,99,105,114
N#Cc1c(-c2ccc(Cl)cc2)nc(SCC(=O)NNc2ncnc3ccccc23)n(Cc2ccccc2)c1=O,106,114,109,104,115,110,100,nt,110
COC1/C=C/OC2(C)Oc3c(C)c(O)c4c(O)c(c(/C=N/Nc5ccc([N+](=O)[O-])cc5[N+](=O)[O-])c(O)c4c3C2=O)NC(=O)C(C)=C/C=C/C(C)C(O)C(C)C(O)C(C)C(OC(C)=O)C1C (centres undefined),-43*,48,77,29,-42*,112,27,4.3*,35
O=S(=O)(O)C1(O)CCCCC1,92,91,95,66,103,95,79,93,79
O=C1Nc2cc(-c3ccncc3)ccc2/C1=C/c1ccc[nH]1,75,77,95,81,85,93,101,59,37
Clc1ccc(-c2cc(-c3ccc4c(c3)OCO4)n3c(n2)nc2ccccc23)cc1,76,104,95,98,nt,101,95,99,94
COc1ccc(/C=N/S(=O)(=O)O)cc1,68,98,105,120,99,90,98,101,111
COc1cc(C2C(C(=O)OC/C=C/c3ccc4c(c3)OCO4)C(c3cc(OC)c(OC)c(OC)c3)C2C(=O)OC/C=C/c2ccc3c(c2)OCO3)cc(OC)c1OC (centres undefined),100,101,nt,122,118,104,112,103,102
Cc1ccc(=O)[nH]n1,96&108,98&115,103&103,106,107&106,112&111,102&100,99&98,122&112
O=C1OCC/C1=C\c1ccc([N+](=O)[O-])cc1,99,105,nt,123,126,107,101,105,111
CSc1nc2c(c(=O)n1C)C(c1ccc(Cl)cc1)C1=C(N2)/C(=C/c2ccc(Cl)cc2)CCC1 (centres undefined),71,103,98,71,104,105,110,95,99
N#CCC(=O)Nc1sc2c(c1C(N)=O)CCCC2,97,109,109,117,105,103,101,94,108
CCN(CC)c1ccc(C=O)c(OCc2cn(CC(=O)Nc3ccc(Br)cc3C)nn2)c1,104,111,103,104,114,95,102,nt,115
CCCCCC(=O)OCCCc1ccccc1,nt,106,102,93,104,115,107,102,95
CC1(C)CC(=O)C2(CNC3=C(CCC(C)(C)C3)C2)C(=O)C1,nt,89,115,102,115,102,97,124,95
Cc1nc2ccc(-n3c(-c4ccc(Cl)cc4)nc4ccccc4c3=O)cc2n1Cc1ccccc1,74,118,95,nt,100,87,93,88,91
Nc1cc(-c2cccc(C(=O)NCc3ccc4c(c3)OCO4)c2)ccn1,84,121,89,112,98,107,103,88,90
Cc1ccc(Cc2cnc(-n3nnc(C(=O)O)c3C)s2)cc1,75,105,100,105,104,97,91,96,108
O=c1[nH]c(=S)[nH]c2nc[nH]c12,100,91,95,105,115,112,95,89,107
COC(=O)C1=C(C(=O)c2ccc(OC)cc2)C(c2ccccc2)C(C#N)=C(N)O1 (centres undefined),91,nt,115,110,115,104,104,107,nt
COc1ccc(-c2nc(SCCCCC(=O)NO)[nH]c(=O)c2C#N)cc1OC,103,118,107,105,110,105,105,nt,117

(listing goes on)
SMILES,NCI-H522,OVCAR-5,NCI/ADR-RES,IGROV1,OVCAR-3,SK-OV-3,OVCAR-8,NCI-H23,OVCAR-4
c1ccc(SC(c2ccccc2)c2ccccc2)cc1,77,99,104,93,104,103,88,101,113
Cc1nnc(C(=O)NC(C)(C)c2nc(C(=O)NCc3ccc(F)cc3)c(O)c(=O)n2C)o1,100,100,104,107,105,118,103,101,115
N#CC(=C(c1ccccc1)c1ccccc1)c1ccccc1,88,100,106,80,96,101,109,96,89
CCCc1ccc(OC)cc1,113,102,97,107,98,111,110,105,117
O=C(COC(=O)c1cc(NS(=O)(=O)c2cccs2)ccc1O)Nc1ccccc1F,24,89,105,nt,103,110,55,102,106
CN(C)CCOC1(CC2CCCCC2)CCC(C(C)(C)C)CC1 (centres undefined),73,73,85,87,90,78,83,83,76
COc1cc(-c2nc(-c3ccccc3)[nH]c2-c2ccnc(NCCCNS(=O)(=O)c3cccc(F)c3)n2)ccc1F,85,118,92,-70*,109,136,86,101,104
COc1ccc(Cn2c(Br)c3c(c2-c2cc(OC)c(OC)c(OC)c2)CCc2sc(NC(=O)c4ccc(OC)cc4)nc2-3)cc1,85,102,89,79,93,108,96,92,93
CC(O)CC(c1ccccc1)c1ccccc1 (centres undefined),99,102,106,116,120,103,106,101,107
Cc1ccc(C)c(N=Nc2cc(C)ccc2C)c1,82,99,99,102,105,84,98,99,99
COc1ccc(Nc2nc(=O)[nH]c(N)c2N=O)cc1,114,89,106,nt,106,100,103,99,nt
COc1cc2c(cc1O)C(CSC)Cc1cc3c(cc1N(C)CC2)OCO3 (centres undefined),68,105,nt,104,103,110,94,91,90
COc1cc(OC)cc(C(=O)Nc2cccc(-c3cc(=O)c4ccccc4o3)c2)c1,88,97,75,106,116,nt,79,85,122
COc1ccc(C(=O)COc2cccc(/C=C3\CSc4ccc(C)cc4C3=O)c2)cc1,46,nt,nt,nt,97,107,66,nt,90
CC(=O)N1N=C(c2ccc(Cl)cc2)CC1c1sc(N2CCOCC2)nc1Cl (centres undefined),88,104,91,94,110,104,99,98,88
COC(=O)[C@]12C3=CC=C[C@@H]1[C@@]1(C[C@@H](c4ccoc4)OC1=O)[C@@H](C)C[C@@H]2OC3=O,90,103,106,105,106,114,102,101,104
C=C(C)[C@@H]1CC[C@]2(CO)CC[C@]3(C)[C@H](CC[C@@H]4[C@@]5(C)CCC(=O)NC(C)(C)[C@@H]5CC[C@]43C)[C@@H]12,85,95,95,120,98,95,95,100,93
COc1ccc(C(=O)c2ccccc2CN2C(=O)c3ccccc3C2=O)cc1,95,109,96,101,105,109,97,92,105
COc1cccc2c(=O)c3c(sc12)c(NCCCNCCO)nc1ccccc13,61,78,61,26,55,nt,50,63,42
Cn1c(=O)[nH]c2nc(SCC(=O)c3ccc(Cl)cc3)[nH]c2c1=O,93,102,100,105,106,104,104,99,112
CCCCCCCCOC(=O)c1[nH]cnc1/N=N\N(C)C,108,109,103,108,100,97,96,99,106
COc1ccc(N2C(=O)CC(Sc3ccccc3N)C2=O)cc1 (centres undefined),84,99,99,103,101,90,89,97,91
CCCCCC(=O)NNc1ccccc1,59,79,71,76,95,83,65,101,92
CN(C)c1ccc(/C=c2\sc3nc4ccccc4n3c2=O)cc1,102,102,107,77,124,124,106,nt,107
O=C(NO)c1ccc(Cn2ccc3c(Nc4ccccc4)ncnc32)cc1,-40*,0.4*,-29*,-31*,20,-7.4*,-21*,-87*,39

In another format: 4 of the compounds above
Order of results: NCI-H522, OVCAR-5, NCI/ADR-RES, IGROV1, OVCAR-3, SK-OV-3, OVCAR-8, NCI-H23, OVCAR-4
> COc1ccc(Cn2c(Br)c3c(c2-c2cc(OC)c(OC)c(OC)c2)CCc2sc(NC(=O)c4ccc(OC)cc4)nc2-3)cc1
→ 85, 102, 89, 79, 93, 108, 96, 92, 93
> CC(O)CC(c1ccccc1)c1ccccc1 (centres undefined)
→ 99, 102, 106, 116, 120, 103, 106, 101, 107
> Cc1ccc(C)c(N=Nc2cc(C)ccc2C)c1
→ 82, 99, 99, 102, 105, 84, 98, 99, 99
> COc1ccc(Nc2nc(=O)[nH]c(N)c2N=O)cc1
→ 114, 89, 106, nt, 106, 100, 103, 99, nt

(listing goes on)
SMILES,NCI-H522,OVCAR-5,NCI/ADR-RES,IGROV1,OVCAR-3,SK-OV-3,OVCAR-8,NCI-H23,OVCAR-4
CN1C2CCC1/C(=C\c1ccc(Br)cc1F)C(=O)/C2=C/c1ccc(Br)cc1F,82,116,91,94,117,106,85,86,81
CCCCc1ccc2nc(NC(=O)OC)[nH]c2c1,-9.5*,23,-1.3*,16,-58*,15,12,14,59
OCCN(Cc1cccnc1)Cc1ccccn1,100,117,96,107,104,121,99,102,90
COc1cc2ncnc(Oc3ccc(NC(=O)Nc4ccc(CN5CCOCC5)c(C(F)(F)F)c4)c4ccccc34)c2cc1OC,20,50,22,6.0*,32,-6.2*,19,17,14
Cc1nc(N=C(N)N)nc2ccc3ccccc3c12,-35*,27,68,7.9*,-33*,-5.4*,-6.2*,28,-3.7*
Nc1cc(-c2ccc3c(c2)OCCO3)nn1-c1nc2ccccc2[nH]1,88,100,100,79,96,78,99,89,94
COc1cc(C(C)n2cc(-c3ccccc3)nn2)ccc1OC1CCCCC1 (centres undefined),50,93,49,77,68,73,55,48,55
COc1ccc(CCO)cc1,89,103,108,100,111,109,101,110,111
COc1cccc(CNC(=O)C2CSC3c4ccccc4C(=O)N23)c1 (centres undefined),74,114,106,109,104,111,100,100,112
CSC1=Nc2c(c(C)c(-c3ccccc3)n2CCCC(=O)O)C2=NC(=O)C[C@H](C)N12,93,107,104,97,119,130,110,105,93
CC(=O)C1Cc2ccccc2C1=O (centres undefined),122,101,104,116,112,96,119,95,104
CC(Cc1ccccc1)c1ccccc1 (centres undefined),92,113,100,112,111,99,109,102,106
C=C(C)[C@@H]1CC[C@]2(C)[C@H](C(=O)C=C3[C@@H]4C[C@](C)(C(=O)OC)CC[C@]4(C)CC[C@]32C)[C@@]1(C)CCC#N,66[100 µM],115[100 µM],83[100 µM],70[100 µM],83[100 µM],68[100 µM],74[100 µM],72[100 µM],nt
CCc1c(C)c2cc3c(c(C)c2oc1=O)OCC(c1ccc(OC)cc1)=N3,69,109,101,103,104,91,82,89,106
FC(F)(F)c1ccc2c(c1)n1cnnc1c1nncn21,97,110,113,119,117,109,nt,103,111
N#Cc1c(NC(=O)c2ccc([N+](=O)[O-])s2)[n+]([O-])c2ccc(F)cc2[n+]1[O-],86,110,97,93,109,98,96,96,92
CCC1=C[C@H]2CN(CCc3c([nH]c4ccccc34)[C@@](C(=O)OC)(c3cc4c(cc3OC)N(C)[C@H]3[C@@](O)(C(=O)OC)[C@H](OC(C)=O)[C@]5(CC)[C@@H]6C[C@@H]6CN6CC[C@]43[C@@H]65)C2)C1,-29*,42,28,22,0.8*,18,8.3*,44,38
O=C(O)CCN1C(=O)/C(=C/C(Cl)=C/c2ccccc2)SC1=S,11,58,11,23,2.9*,94,23,21,29
CCCCCC1C(C(=O)OCC)C(=O)NC1(C(=O)OCC)C(=O)OCC (centres undefined),nt,104,102,125,113,106,108,101,107
Cc1cc(C)c(O)c(CNC2CCCCC2)c1,88,106,98,100,103,103,95,93,100
CCOC(=O)C(Cc1c[nH]c2ccccc12)C(=O)OCC,95,104,99,97,nt,106,95,93,102
CS(=O)(=O)O[C@H]1CO[C@H]2[C@@H]1OC[C@H]2OS(C)(=O)=O,101,94,105,91,110,105,101,103,nt
Clc1ccccc1-c1ccc(-c2nn3c(Cc4ccccc4)nnc3s2)o1,100,102,106,103,119,121,96,nt,104
O=C(CCn1c[n+](CC(=O)c2ccc(Br)cc2)c2ccccc21)Nc1cccc2cccnc12,88,89,94,82,91,91,95,93,75
CCN(CC)c1ccc(/C=N/Nc2nc(-c3ccc(C)cc3)cs2)c(O)c1,65,93,92,96,92,108,87,nt,90

Some of the entries so far, with two lines to a compound.
Below each SMILES: NCI-H522, OVCAR-5, NCI/ADR-RES, IGROV1, OVCAR-3, SK-OV-3, OVCAR-8, NCI-H23, OVCAR-4
- C=C(C)[C@@H]1CC[C@]2(C)[C@H](C(=O)C=C3[C@@H]4C[C@](C)(C(=O)OC)CC[C@]4(C)CC[C@]32C)[C@@]1(C)CCC#N
    66[100 µM], 115[100 µM], 83[100 µM], 70[100 µM], 83[100 µM], 68[100 µM], 74[100 µM], 72[100 µM], nt
- CC(=O)C1Cc2ccccc2C1=O (centres undefined)
    122, 101, 104, 116, 112, 96, 119, 95, 104
- COc1cc(C(C)n2cc(-c3ccccc3)nn2)ccc1OC1CCCCC1 (centres undefined)
    50, 93, 49, 77, 68, 73, 55, 48, 55

Later entries.
SMILES,NCI-H522,OVCAR-5,NCI/ADR-RES,IGROV1,OVCAR-3,SK-OV-3,OVCAR-8,NCI-H23,OVCAR-4
CN1C(=S)N2CN3CCCN(C3)CN3C(=S)NC1C32 (centres undefined),87,114,103,109,109,94,102,102,122
Cc1cccc(NC(=O)c2sc3nc4c(cc3c2N)CCCC4)c1C,-6.4*,44,-16*,41,-10*,32,23,30,65
CC(C)NC(=O)c1cc(-c2ccc(NC(=O)Nc3cc(C(F)(F)F)cc(C(F)(F)F)c3)cc2)nc2cccnc12,84[8.25 µM],116[8.25 µM],93[8.25 µM],100[8.25 µM],101[8.25 µM],105[8.25 µM],92[8.25 µM],75[8.25 µM],87[8.25 µM]
COc1ccc(-c2[nH]c3ncc(-c4ccc(Cl)cc4)n3c(=O)c2C#N)cc1,91,92,106,104,105,100,102,98,102
OCC(O)C1OC(c2ccccc2)OC(CO)C1O (centres undefined),97,99,105,105,105,106,111,103,116
COc1ccc(C2C(Oc3ccccc3)C(=O)N2c2ccc(OC)cc2)cc1 (centres undefined),82,99,87,99,116,115,102,95,92
CNC(=O)c1cc(Oc2ccc3c(c2)sc2nc(-c4ccc(C(F)(F)F)cc4)cn23)ccn1,62,105,65,85,80,78,75,51,74
CCOC(=O)Cc1nc(N)n(C(=O)Nc2ccc(Cl)cc2)n1,99,95,103,85,108,89,90,101,105
O=C(NC1CC1)c1ccc(-c2nc3ccccc3s2)s1,84,97,89,32,133,102,99,104,116
